Screening data: PubChem BioAssay, several laboratories
Large T inhibition: SV40 large T antigen inhibitors, biochemical (AID 1903); inhibition, % at 20 µM, or IC50 in µM where a hit was titrated; SV40 large T antigen ATPase/helicase inhibition assay; higher % means a stronger effect; hit rate 0.39% among 310,000; in the data active = a potency from the dose series; inconclusive = inhibition mostly from about 32% at the one dose, without a potency; inactive = the rest, 99 in 100 with inhibition below about 32%; also: strong numbers were not always called active
West Nile virus CPE: West Nile virus antiviral activity, cell-based, CPE readout (AID 1621). West Nile virus-infected cells, CPE inhibition; higher % means a stronger effect. one-dose CPE inhibition, % at 10 µM; IC50 in µM for titrated hits. hit rate 0.02% among 290,000; in the data active = a potency from the dose series; inconclusive = CPE inhibition mostly from about 3.7% at the one dose, without a potency; inactive = the rest, 99 in 100 with CPE inhibition below about 2.2%; also: strong numbers were not always called active
Dengue-2 NS5 capping: Dengue-2 NS5 methyltransferase inhibitors, primary screen, biochemical, confirmation dose response (AID 588689); Genome polyprotein (Dengue virus type 2 (strain 16681-PDK53)); Dengue-2 NS5 methyltransferase capping enzyme assay, biochemical; higher % means a stronger effect; one-dose inhibition, % at 25 µM; IC50 in µM for titrated hits; hit rate 0.3% among 340,000; in the data active = a potency from the dose series; inconclusive = inhibition above about 29% without an active follow-up result
MgcRacGAP inhibition: MgcRacGAP GTPase-activating activity inhibitors, confirmation, biochemical, ADP Hunter fluorescence. Rac GTPase-activating protein 1 (Homo sapiens). MgcRacGAP-stimulated Rac1 GTP hydrolysis, ADP Hunter fluorescence; higher % means a stronger effect; GST-tagged Rac1 F28L mutant substrate. one-dose inhibition, % at 30 µM; IC50 in µM for titrated hits. hit rate 0.6% among 340,000. AID 624330, 2012;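 active = first-screen hits whose inhibition reached a set limit at any dose in the follow-up dose series; inconclusive = inhibition above the set first-screen limit but never retested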;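 also: fluorescence reports GDP produced by GAP-driven GTP hydrolysis; strong numbers were not always called active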
K1F lysis inhibition: inhibition of K1F phage lysis, E. coli UTI89, bacterial capsule biogenesis inhibitors, alamar blue (AID 488966) | E. coli UTI89 K1F phage lysis, alamar blue, 2 h; higher % means a stronger effect | inhibition, % at 100 µM, or IC50 in µM where a hit was titrated | hit rate 0.02% among 340,000;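 active = phage lysis inhibition, versus mean bacterial control, above a set limit; inconclusive = no clear call, values can overlap the other calls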;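 also: capsule biogenesis inhibitors block K1F phage lysis so surviving cells raise fluorescence; higher fluorescence means more inhibition of phage lysis; actives were called in the ten point dose series up to 300 µM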
T cell modulator: modulators of CD8 T cell-vesicle binding, primary screen, mouse 2C CD8+ T cells, flow cytometry. calls only at 7 µM. 2C CD8+ T cell-vesicle binding; hits give low values. hit rate 0.068% among 330,000. AID 2052, 2009;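 active = response, share of CD8 T cells binding vesicles, and their 90th percentile fluorescence all below set limits, cut at about 80% in these data, passing the limit was not always enough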
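Material: murine 2C transgenic CD8+ T lymphocytes / Also added: QL9-peptide-loaded Drosophila micro-vesicles bearing Ld, ICAM-1 and B7-1 / Schedule: binding step 1.5 h, 37 °C, antibody labelling 20 min, ice / Signal: flow cytometry, PE anti-B7-1 (FL2) versus Alexa647 anti-CD8 (FL8), PFA-fixed / Evaluation: percent CD8+ FL2 mean versus row control / Benchmarks: naked versus QL9-loaded vesicles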
Salmonella PhoP GFP: inhibitors of PhoP regulon expression, primary screen, Salmonella Typhimurium, GFP reporter (AID 1863); hit rate 0.16% among 300,000; S. Typhimurium PhoP-regulated promoter GFP reporter, 4 h; higher % means a stronger effect; one-dose inhibition, % at 50 µM; IC50 in µM for titrated hits;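 active = inhibition over 29.93%, a cutoff 3 SD above the screen mean, later confirmed by dose response; inconclusive = inhibition over 29.93% but no dose response follow-up; inactive = inhibition at most 29.93% or unconfirmed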;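 also: 0% = low Mg2+ inducing control and 100% = high Mg2+ repressing control; strong numbers were not always called active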
NTR1 ag: agonists of NTR1, primary screen, imaging, U2OS cells, beta-arrestin-GFP, high content (AID 493036) | NTR1-U2OS beta-arrestin-GFP spot imaging, agonist mode | hit rate 0.17% among 330,000 | activation, % at 20 µM;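 active = activation at or above 40% of the spot to cytoplasm intensity ratio, with at least 20 cells analyzed; inconclusive = wells under 20 cells, flagged as cytotoxic or low count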;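 also: 0% = DMSO without peptide and 100% = 100 nM NTR1 peptide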
Target sequence (P30989 whole entry, looked up): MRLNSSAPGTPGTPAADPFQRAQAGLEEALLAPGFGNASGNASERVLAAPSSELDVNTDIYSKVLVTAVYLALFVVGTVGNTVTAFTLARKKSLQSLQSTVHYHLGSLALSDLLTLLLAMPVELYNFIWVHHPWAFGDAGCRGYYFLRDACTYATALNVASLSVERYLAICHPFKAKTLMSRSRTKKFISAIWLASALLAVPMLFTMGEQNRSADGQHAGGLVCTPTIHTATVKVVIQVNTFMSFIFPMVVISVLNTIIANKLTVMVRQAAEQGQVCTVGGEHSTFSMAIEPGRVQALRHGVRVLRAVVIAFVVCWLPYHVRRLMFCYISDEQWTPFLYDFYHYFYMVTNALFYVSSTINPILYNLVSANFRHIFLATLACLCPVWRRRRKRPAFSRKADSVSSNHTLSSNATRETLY
RSV antiviral HEp-2: RSV antiviral activity via CPE protection, HEp-2 cells, primary 10 µM value included (AID 2391); HEp-2 cells, RSV-induced CPE inhibition; higher % means a stronger effect; CPE inhibition, % at 10 µM; hits with a dose series show IC50 in µM; hit rate 0.13% among 310,000; in the data active = a potency from the dose series; inconclusive = CPE inhibition mostly from about 23% at the one dose, without a potency; inactive = the rest, 99 in 100 with CPE inhibition below about 21%; also: strong numbers were not always called active
T cell modulator vesicle-bound %: second read-out of T cell modulator, no call of its own (marks repeat the call); double positive events, %; measured here: CD8+ vesicle-bound cell fraction;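 binding gate set so that unloaded-vesicle control wells show 10% double positive cells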
NTR1 ag cell count 20 µM: further read-out of NTR1 ag, marked with its call; cell count; measured here: cell count, cytotoxicity flag
Dengue-2 NS5 capping pilot replicate: also measured in Dengue-2 NS5 capping; calls as there; inhibition, %; measured here: pilot screen replicate inhibition
The depositor's hits bear a star; i = inactive; u = inconclusive; x = not tested or not shown; [ ] = dose if it differs, or a comment.

SMILES | Large T inhibition | West Nile virus CPE | Dengue-2 NS5 capping | MgcRacGAP inhibition | K1F lysis inhibition | T cell modulator | T cell modulator vesicle-bound % | Salmonella PhoP GFP | NTR1 ag | NTR1 ag cell count 20 µM | RSV antiviral HEp-2 | others
O=C(Nc1cc(S(=O)(=O)N2CCOCC2)ccc1N1CCOCC1)c1ccc(S(=O)(=O)N2CCCCC2)cc1 | 4% | 0.9% | -1% | 12% | 3.6% | i | 40 | -8% | -1.2 | 81 | 5.3%
CCC(C)C(=O)Nc1cc(OC)c(OC)cc1C(=O)O (centres undefined) | 0% | 0.3% | -3% | 0% | 0.1% | i | 31 | -7% | 1.8 | 66 | 1.2%
COc1ccc(S(=O)(=O)Cc2ccc(C(=O)O)o2)cc1 | 4% | -0.6% | -5% | 0% | 0.0% | i | 44 | -1% | -1.5 | 90 | -0.9%
Cc1nc2ccn(Cc3ccccc3)c(=O)c2cc1C(=O)N1CCN(c2ccc(F)cc2)CC1 | -4% | -0.3% | -8% | 1% | 0.2% | i | 21 | 5% | 0.5 | 55 | 5.7%
CCc1nnc(NS(=O)(=O)c2ccc(N3C(=O)c4ccccc4C3=O)cc2)s1 | 1% | -0.3% | -3% | 15% | 0.2% | i | 52 | 0% | -0.9 | 107 | 0.9%
CCCOc1ccc(C(=O)Nc2ccc(Cl)cn2)cc1 | 20% | -0.3% | -15% | 3% | 0.4% | i | 35 | 25% | 0.9 | 48 | 15%
O=C1N=C(N2C=CC(=C3C=CNC=C3)C=C2)/C(=C/N=NC(=O)c2ccccc2)S1 | 9% | -0.3% | 2% | 7% | 0.4% | i | 18 | -4% | 0.4 | 48 | 1.3%
O=C(COc1ccccc1)c1cn(CC(=O)N2CCOCC2)c2ccccc12 | 4% | -0.2% | 6% | 12% | 3.1% | i | 9 | 8% | 0.2 | 33 | 0.9%
CC(=O)C1=C(C)OC(N)=C(C#N)C1c1cc([N+](=O)[O-])ccc1Cl (centres undefined) | 1% | 0.7% | -2% | -1% | -0.4% | i | 63 | -10% | 1.2 | 42 | 3.3%
CC(=O)O/N=C(\N)c1cnn2c(C(F)(F)F)cc(C(F)(F)F)nc12 | 17% | 0.1% | 5% | 5% | -0.2% | i | 37 | -3% | 0.9 | 54 | x
COc1ccc(Cl)cc1C(=O)OCC(=O)NCc1cccs1 | x | x | 7% | 0% | 0.4%[50 µM] | i | 31 | x | 0.9 | 49 | 1.8%
CN(C(=O)c1ccc([N+](=O)[O-])cc1)c1ccccc1C(=O)NCc1ccccc1 | 21% | -0.5% | 6% | 3% | 0.0% | i | 8 | -2% | -0.4 | 80 | 0.8%
Cc1[nH]c2ccccc2c1C(Nc1nccs1)c1ccncc1 (centres undefined) | 0% | -0.5% | -5% | 6% | 2.4% | i | 42 | 11% | -1.1 | 64 | 3.8%
O=S(=O)(Nc1cc(C(F)(F)F)ccc1N1CCOCC1)c1ccccc1 | 9% | -0.5% | -2% | 14% | 0.7% | i | 30 | 8% | 2.7 | 43 | 1.4%
C/C(Cn1cnc([N+](=O)[O-])n1)=N\NC(=O)c1ccncc1 | 0% | -0.3% | -3% | 0% | 0.9%[50 µM] | i | 36 | -15% | 0.5 | 37 | 1.7%
COc1cc(OC)c(NC(=O)/C=C/C(=O)O)cc1Cl | 15% | 0.6% | x | x | x | i | 51 | -8% | 0.1 | 46 | 1.8%
COc1cccc(C(=O)Nc2nc(-c3ccc(S(=O)(=O)N4CCOCC4)cc3)cs2)c1 | 8% | 0.0% | -1% | 6% | 0.8% | i | 63 | 6% | 4.2 | 58 | -0.2%
Cc1ccc(NC(=O)c2ccc(NC(=O)c3ccccc3)cc2)cc1C | 9% | 0.1% | 3% | 7% | 0.1% | i | 62 | 2% | -0.4 | 62 | 2.4%
CCOC(=O)N1CCN(S(=O)(=O)c2ccc(C(=O)N(CCCN(C)C)c3nc4cc(OC)ccc4s3)cc2)CC1 | -5% | x | 1% | 7% | 0.4%[50 µM] | i | 27 | -2% | -0.3 | 51 | -2.1%
C=CCSc1nnc(NC(=O)CSc2ccccn2)s1 | 18% | 0.4% | x | x | x | i | 21 | 1% | -1.7 | 61 | 1.3%
O=C(NCC(=O)N(Cc1ccco1)C(C(=O)NC1CCCCC1)c1ccncc1)c1cccs1 (centres undefined) | 27% | -0.1% | -3% | 6% | 0.0% | i | 31 | -7% | 4.7 | 55 | -0.1%
COc1cc(C(=O)N2CCC(NC(=O)C(Cc3ccccc3)NC(C)=O)CC2)cc(OC)c1OC (centres undefined) | 1% | 0.3% | -5% | -13% | -1.1% | i | 23 | -8% | -0.3 | 51 | -0.6%
CCOC(=O)c1cc2occc2n1CC(=O)NC1CCCCC1C (centres undefined) | 1% | -1.2% | 0% | 8% | 0.1% | i | 9 | 0% | -0.4 | 62 | -0.4%
CCn1c2ccccc2c2cc(CN3CCN(C(=O)c4ccco4)CC3)ccc21 | 12% | -0.5% | x | u | 1.3% | i | 31 | 5% | 5.3 | 69 | 12%
O=C(CCC(=O)c1ccc(F)cc1)NCC1(N2CCCCC2)CCCCC1 | x | x | 5% | 2% | 0.3%[50 µM] | i | 14 | x | -0.9 | 48 | -0.9%
COc1ccccc1C(=O)COC(=O)c1cccc(-n2cnnn2)c1 | x | x | -2% | 6% | 0.4%[50 µM] | i | 32 | x | -1.4 | 70 | 1.2%
O=C(Nc1ccccc1)c1sc(N2CCOCC2)nc1-c1ccccc1 | 11% | x | -1% | -4% | 0.9% | i | 39 | 27% | 0.4 | 48 | 1.9%
Brc1ccc2ncnc(Nc3cccc4ccccc34)c2c1 | 3% | 0.0% | 0% | 6% | 7.9% | i | 48 | 5% | 1.0 | 46 | 11%
O=C(Oc1ccc(C(=S)N2CCOCC2)cc1Br)c1cc(Cl)ccc1Cl | 3% | -0.3% | -5% | -4% | -0.2% | i | 23 | -4% | 4.7 | 86 | 4.8%
CC(c1ccc(F)cc1)n1c(-c2ccc3ccccc3n2)n[nH]c1=S (centres undefined) | 5% | -0.1% | -4% | 3% | 2.8% | x | x | -7% | 4.6 | 44 | u
Cc1ccc(NCC(=O)N/N=C/c2cc(O)ccc2[N+](=O)[O-])cc1 | 2% | 0.3% | x | x | x | i | 56 | -9% | 0.2 | 40 | -1.8%
CCN(CC)c1ccc(/C=N/NC(=O)c2c(Cl)c(C)nn2C)cc1 | 9% | -0.3% | -9% | 10% | 1.0%[50 µM] | i | 46 | -10% | 7.1 | 47 | 4.8%
CC1(C)N(OCc2ccccc2)C(=O)C(=O)N(OCc2ccccc2)C1(C)C | 3% | -0.3% | -1% | 9% | -0.3% | i | 5 | 8% | 1.2 | 71 | -0.1%
Cn1cc(C(=O)c2ccc(Cl)cc2Cl)cc1C(=O)NN | 6% | -0.1% | 9% | 2% | 1.0% | i | 38 | 4% | 5.2 | 86 | 1.7%
CC1CCCN(c2nc3ccccc3nc2C(C#N)S(=O)(=O)c2cccs2)C1 (centres undefined) | 18% | 2.3% | u | 1% | 3.0% | i | 5 | -7% | 3.8 | 70 | 12%
COc1ccc(-c2cc(C)nc(SCC(=O)c3cccc([N+](=O)[O-])c3)n2)cc1 | 5% | -0.8% | -5% | 11% | -0.6% | i | 25 | 6% | 2.7 | 73 | -0.7%
Cc1ccc(S(=O)(=O)N2CCN(C)CC2)cc1-c1nnc2c3ccccc3c(C)nn12 | -6% | 0.2% | -4% | 10% | 0.1% | i | 54 | -2% | 2.2 | 86 | 23µM*
COc1ccc(NC(=O)c2cccnc2Cl)c(S(=O)(=O)N2CCOCC2)c1 | -1% | 0.5% | -9% | 9% | 0.9% | i | 21 | -6% | -1.5 | 71 | -0.1% | Dengue-2 NS5 capping pilot replicate=-4.8
COc1ccc(/C(C)=N/NC(=O)CNC(=O)/C=C/c2ccccc2OC)cc1 | 3% | -0.1% | -2% | 9% | 0.0% | i | 25 | -3% | 1.7 | 50 | 2.3%
Cc1ccc2nc(-c3ccccn3)cc(C(=O)NCCc3ccc(F)cc3)c2c1 | 19% | -0.5% | 1% | 8% | 0.6%[50 µM] | i | 64 | 1% | 0.8 | 60 | 1.5%
Cc1cc(C(=O)NNC(=S)NCc2ccccc2)no1 | x | -0.3% | -2% | 11% | -0.1% | x | x | x | 0.4 | 73 | x
C=CCNC(=O)c1ccc(OC2CCN(S(=O)(=O)N(C)C)CC2)cc1 | -3% | -0.7% | -6% | 3% | -0.1% | i | 20 | -5% | 2.5 | 51 | 1.6%
Cc1ccc(NC(=O)C2CCN(C(=O)c3ccc(F)cc3)CC2)nc1 | 19% | x | -1% | 5% | -0.5% | i | 59 | -3% | -0.2 | 56 | 1.2%
O=C(CC1Oc2ccc(Cl)cc2NC1=O)NC1CCCCCC1 (centres undefined) | 1% | -0.1% | -1% | 4% | 3.4% | i | 31 | 5% | 3.2 | 58 | 1.6%
COC(=O)C1=CO[C@@H](OC2OC(CO)C(O)C(O)C2O)[C@@H]2C(CO)=CC[C@H]12 (some centres undefined) | 6% | -0.2% | -2% | 3% | -0.1% | i | 17 | -4% | 17 | 87 | 1.1%
Cc1nnc(SCC(=O)c2c[nH]c3ccccc23)n1C1CC1 | x | x | 2% | -5% | 0.8%[50 µM] | i | 43 | x | -0.8 | 44 | 0.9%
COc1ccc(/C=N/OC(=O)c2ccc(Cl)cc2)c(Cl)c1OC | 9% | 0.2% | x | x | x | i | 34 | -1% | -1.4 | 54 | 5.8%
Cc1nnc(NC(=O)CCn2cnc3ccccc3c2=O)s1 | 7% | -0.8% | -1% | 5% | 0.3% | i | 39 | -5% | -1.1 | 66 | -0.3%
